# Platelet DG rel = inhibitors of platelet dense granule secretion, primary screen, cell-based, MLPCN, human platelets; human platelet-rich plasma, SFLLRN dense granule ATP release, luminescence; inhibition, %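 (compounds screened at 7.5 µM in platelet-rich plasma)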; 300,000 tested, 0.22% active; AID 1663, 2009;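 active = mean replicate score, as percent of positive control, at or above 50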
# hERG rescue = hERG rescue from dofetilide block, primary screen, cell-based, CHO-hERG, FluxOR thallium flux, dofetilide IC70 | dofetilide IC70 present | Voltage-gated inwardly rectifying potassium channel KCNH2 (Homo sapiens), Q12809 | activation (rescue from dofetilide block), less the hit threshold, % at 10 µM | 310,000 tested, 0.51% active;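 active = activation above the mean of controls blocked by dofetilide plus 5 SD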;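 also: thallium influx through hERG after potassium depolarization seen as dye fluorescence rise; in these data hits start at about 4.7%; inactives centre near -7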
# KCNQ1 pot = potentiators or activators of KCNQ1 channel, primary screen, cell-based, thallium flux, high-throughput; Potassium voltage-gated channel subfamily KQT member 1 (Homo sapiens), P51787; CHO-K1 KCNQ1, thallium flux FluxOR fluorescence; hits give high values; B-score at 10 µM; 310,000 tested, 0.35% active;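 active = fluorescence ratio B-score, a plate-corrected score, at least three library SD, with initial intensity B-score within 5 SD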
# Target sequence (P51787 whole entry, looked up): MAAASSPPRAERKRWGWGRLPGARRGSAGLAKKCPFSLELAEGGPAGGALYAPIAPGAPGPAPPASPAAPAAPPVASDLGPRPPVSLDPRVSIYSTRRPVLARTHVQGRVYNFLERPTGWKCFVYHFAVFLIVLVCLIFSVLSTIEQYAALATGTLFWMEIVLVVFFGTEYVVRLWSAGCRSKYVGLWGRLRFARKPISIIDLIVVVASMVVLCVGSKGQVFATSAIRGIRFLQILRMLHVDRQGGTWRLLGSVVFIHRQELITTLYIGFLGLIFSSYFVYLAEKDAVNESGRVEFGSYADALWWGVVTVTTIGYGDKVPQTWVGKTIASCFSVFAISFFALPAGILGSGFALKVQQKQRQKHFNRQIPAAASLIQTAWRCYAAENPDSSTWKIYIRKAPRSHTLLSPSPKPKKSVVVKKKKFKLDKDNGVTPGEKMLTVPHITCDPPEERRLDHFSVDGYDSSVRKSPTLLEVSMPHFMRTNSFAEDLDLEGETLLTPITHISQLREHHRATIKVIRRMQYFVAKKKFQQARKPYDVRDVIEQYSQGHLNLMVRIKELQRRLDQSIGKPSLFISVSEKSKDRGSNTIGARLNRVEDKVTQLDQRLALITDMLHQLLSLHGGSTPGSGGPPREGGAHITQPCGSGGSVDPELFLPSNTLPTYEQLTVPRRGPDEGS
#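 Schedule – 37 °C overnight plating, 90-min dark dye load, 20-min compound pretreatment · System – stable KCNQ1 CHO-K1 line · Probe or stimulus – thallium- and potassium-containing depolarizing buffer · Measured by – kinetic FluxOR fluorescence, 10 s baseline plus 110 s post-stimulus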
# KCNK9 block = KCNK9 potassium channel inhibitors, primary screen, HEK293 cells, thallium flux; FluxOR thallium flux fluorescence; hits give low values; B-score at 10 µM; Potassium channel subfamily K member 9 (Homo sapiens), Q9NPC2; 310,000 tested, 1.2% active;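 active = ratio B-score over 3 SD below the library mean, with starting fluorescence within 5 SD of its mean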;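 also: negative B-score means less thallium flux so channel inhibition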
# PolyA inh = polyadenylation inhibitors in yeast reporter cells, primary screen, luminescence, S. cerevisiae. S. cerevisiae SKY197-pL101 polyadenylation reporter, beta-gal luminescence; efflux-impaired pdr1/pdr3 knockout yeast; score 100 = 6 SD above DMSO. calls only at 12 µM. 300,000 tested, 0.02% active. AID 1875, 2009;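 active = lowest replicate activity score at least 50, where 100 means six control SD above control mean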;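 also: yeast exposed to compound for 9 h at 30 °C; higher score means more reporter readthrough which indicates perturbed polyadenylation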
# KCNQ1 block = inhibitors of human KCNQ1 channel, primary screen, cell-based, thallium flux, high-throughput | 310,000 tested, 1.3% active | B-score at 10 µM | Potassium voltage-gated channel subfamily KQT member 1 (Homo sapiens), P51787 | CHO-K1 KCNQ1, FluxOR thallium flux fluorescence; hits give high values;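 active = compounds whose thallium flux B-score, printed positive for inhibition, exceeds three library SD while starting fluorescence stays within three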;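 also: channel opened by potassium depolarization with thallium stimulus after 20 min compound exposure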
# DYRK1A inh = rat Dyrk1A kinase inhibitors, primary screen, biochemical, single point, plate reader | inhibition, % at 12.5 µM | ADP-Glo luminescence, NFATc1 peptide | 310,000 tested, 0.43% active; in the data active = inhibition above about 50%;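 also: plate controls were vehicle with enzyme for no effect and no enzyme for full effect; many of its hits are not listed in these tables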
# TRPC4 agonist = activators of mouse TRPC4 channel, primary screen, Fluo4 calcium, HEK293 TRPC4beta/mu-opioid cells; 310,000 tested, 0.49% active; AID 2237, 2010; Short transient receptor potential channel 4 (Mus musculus), Q9QUQ5; B-score at 10 µM; Fluo4 calcium fluorescence; hits give high values;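 active = B-score above 5 SD of library B-scores, and initial fluorescence ratio not above library mean plus 5 SD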;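 also: positive B-score marks a calcium rise read as TRPC4 activation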
#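 Assay system: HEK293 stable line with TRPC4beta plus mu-opioid receptor; schedule: 45 min room-temperature Fluo4 loading, 110 s read; technique: kinetic Fluo4 calcium fluorescence; evaluation: integrated baseline-normalised fluorescence ratio, converted to per-well B score; controls: buffer (low) and maximal DAMGO (high)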
# TRPC4 block = inhibitors of mouse TRPC4 channel, primary screen, Fluo4 calcium, HEK293 TRPC4beta/mu-opioid cells. Short transient receptor potential channel 4 (Mus musculus), Q9QUQ5. DAMGO-evoked Fluo4 calcium flux; hits give low values. B-score at 10 µM. AID 2247, 2010. 300,000 tested, 0.39% active;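 active = B-score over 3 SD under the library average, no early fluorescence shift, positive overall ratio signal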
#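 System: stable TRPC4beta/mu-opioid receptor HEK293 cells; Dosing: single-point compound dosing; Measured by: Fluo4 Ca2+ flux fluorescence; Read-out basis: per-well B score of integrated baseline-normalized Fluo4 ratio.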
# KCNK3 inh = human KCNK3 channel inhibitors, primary screen, CHO cells, FluxOR thallium flux, B-score. Potassium channel subfamily K member 3 (Homo sapiens), O14649. FluxOR fluorescence; hits give low values. B-score at 10 µM. 340,000 tested, 0.84% active;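 active = B-score under library mean minus 4 SD, starting fluorescence ratio at most library mean plus 5 SD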;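 also: more negative B-score means stronger inhibition of thallium flux through KCNK3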
# Target sequence (O14649 whole entry, looked up): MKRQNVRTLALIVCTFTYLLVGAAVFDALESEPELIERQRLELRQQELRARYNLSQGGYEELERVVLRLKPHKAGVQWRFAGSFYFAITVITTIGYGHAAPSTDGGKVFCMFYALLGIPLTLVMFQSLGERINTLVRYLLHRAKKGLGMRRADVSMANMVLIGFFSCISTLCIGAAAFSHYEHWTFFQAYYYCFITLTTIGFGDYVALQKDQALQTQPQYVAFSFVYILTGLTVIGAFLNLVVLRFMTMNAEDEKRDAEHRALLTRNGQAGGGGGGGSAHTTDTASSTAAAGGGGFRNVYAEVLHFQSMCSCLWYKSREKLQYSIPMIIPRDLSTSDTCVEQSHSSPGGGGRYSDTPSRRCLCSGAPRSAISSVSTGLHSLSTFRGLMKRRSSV
# TRPC4 potent = positive allosteric modulators of TRPC4, primary screen, cell-based, mouse TRPC4beta, HEK293 mu-opioid, Fluo-4 calcium; Short transient receptor potential channel 4 (Mus musculus), Q9QUQ5; DAMGO EC20, Fluo-4 Ca2+ flux; hits give high values; B-score at 10 µM; 310,000 tested, 0.42% active; AID 2227, 2009;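 active = B-score of calcium response area above 5 SD of library B-scores, with initial fluorescence ratio within 5 SD of library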;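 also: B-score of integrated fluorescence ratio over time as area under calcium response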
# Starred values were filed as active, the others as inactive; i = inactive; . = not tested or not shown.
# The first 2 compounds, to show the layout:
structure | Platelet DG rel | hERG rescue | KCNQ1 pot | KCNK9 block | PolyA inh | KCNQ1 block | DYRK1A inh | TRPC4 agonist | TRPC4 block | KCNK3 inh | TRPC4 potent
Cc1ccccc1Cn1cc(S(=O)(=O)CC(=O)N2CCCCC2)c2ccccc21 | 0 | 0 | i | i | i | i | -1 | i | i | i | i
CC1(C)CC(=O)CC(=Nc2ccc(C(=O)O)cc2)C1 | -2 | -5 | i | i | i | i | 7 | i | i | i | i

# The list itself, repeating the preview:
structure | Platelet DG rel | hERG rescue | KCNQ1 pot | KCNK9 block | PolyA inh | KCNQ1 block | DYRK1A inh | TRPC4 agonist | TRPC4 block | KCNK3 inh | TRPC4 potent
Cc1ccccc1Cn1cc(S(=O)(=O)CC(=O)N2CCCCC2)c2ccccc21 | 0 | 0 | i | i | i | i | -1 | i | i | i | i
CC1(C)CC(=O)CC(=Nc2ccc(C(=O)O)cc2)C1 | -2 | -5 | i | i | i | i | 7 | i | i | i | i
CC(C)CC1NC(=S)N(Cc2ccccc2)C1=O (stereo unspecified) | 8 | -4 | i | i | i | i | -2 | i | i | i | i
Cc1cccc(N2CCN(Cc3nc(-c4cccc(Cl)c4)oc3C)CC2)n1 | 0 | -17 | i | i | i | i | -61 | i | i | i | i
CCOc1ccc(S(=O)(=O)N(CC)CC(=O)NCc2cccnc2)cc1 | -11 | -3 | i | i | i | i | 3 | i | i | i | i
CC(C)Oc1cccc(C(=O)NC(=S)Nc2cccc(NC(=O)c3ccccc3Cl)c2)c1 | 2 | -16 | i | i | i | i | -4 | i | i | i | i
Cc1ccc(C(=O)Nc2cccc(C(F)(F)F)c2)cc1NC(=O)c1nccn1C | -9 | -9 | i | i | i | i | 5 | i | i | i | i
Cc1cccc(C)c1NC(=O)CN(C)C(=O)c1cccc(S(=O)(=O)N2CCN(c3ccccc3)CC2)c1 | 7 | -10 | i | i | i | i | -7 | i | i | i | i
CCOC(=O)CSc1nnc(NC(=O)C2CC(=O)N(c3ccc(F)cc3)C2)s1 (stereo unspecified) | 4 | -15 | i | i | i | i | -3 | i | i | i | i
O=C(Oc1coc(CSc2ncccn2)cc1=O)c1cccs1 | 20 | -4 | i | i | i | i | 3 | i | i | i | i
CN1CCN(c2ccccc2NC(=O)c2ccc(N3CCOCC3)c([N+](=O)[O-])c2)CC1 | -7 | -15 | i | i | i | i | 11 | i | i | i | i
CC1CCCCN1C(=O)COC(=O)C1CCN(S(=O)(=O)c2c(Cl)cccc2Cl)CC1 (stereo unspecified) | 8 | -15 | i | i | i | i | . | i | i | i | i
Cc1cc2c3c(c1C)C1(C(=O)N3C(C)(C)CC2C)C(C#N)=C(N)OC2=C1C(=O)CC(C)(C)C2 (stereo unspecified) | -3 | -6 | i | i | i | i | -5 | i | i | i | i
Cc1ccc(OC(=O)c2cccnc2)cc1 | 0 | -10 | i | i | i | i | 1 | i | i | i | i
CCOC(=O)Cc1c(C)nc2c(-c3ccc(Cl)cc3)c(C)[nH]n2c1=O | -6 | -5 | i | i | i | i | 0 | i | i | i | i
CCCCNC(=O)c1cccc(C(=O)NCCCC)c1 | 14 | -10 | i | i | i | i | -4 | i | i | i | i
CCOc1ccc(NC(=O)CN(C2CCCCC2)S(C)(=O)=O)cc1 | 0 | -11 | i | i | i | i | 1 | i | i | i | i
CCCn1c(SCC(=O)Nc2cccc(C)n2)nc2c1c(=O)n(C)c(=O)n2C | -4 | -14 | i | i | i | i | -7 | i | i | i | i
CN1CCN(S(=O)(=O)c2cccc(C(=O)N(Cc3nnc(-c4ccc(Cl)cc4)o3)C3CC3)c2)CC1 | 11 | -15 | i | i | i | i | -12 | i | i | i | i
COc1ccc(-n2nc(C(=O)NCC(=O)NCc3cccc(F)c3)c3ccccc3c2=O)cc1Cl | 4 | -8 | i | i | i | i | -7 | i | i | i | i
Cc1cc2[nH]c(=O)c(=O)[nH]c2cc1S(=O)(=O)Nc1cccc(Cl)c1 | -8 | -8 | i | i | i | i | -2 | i | i | i | i
COc1ccc(N(CC(=O)NCc2ccco2)S(=O)(=O)c2ccccc2)cc1 | 0 | -11 | i | i | i | i | -23 | i | i | i | i
COc1ccc(C(CC(=O)c2ccc(C)cc2)Nc2ccc([N+](=O)[O-])cc2)cc1 (stereo unspecified) | 9 | -8 | i | i | i | 6* | . | i | i | i | i
CCn1c(=O)c2sccc2n2c(CCCC(=O)N3CCN(c4ccccn4)CC3)nnc12 | 2 | -12 | i | i | i | i | -2 | i | i | i | i
Cc1cccc(N(NC(=O)C(C)(C)O)C(=O)c2ccccc2)c1 | -15 | -5 | i | i | i | i | 4 | i | i | i | i
O=C(CCN1C(=O)c2ccccc2C1=O)Nc1cc(F)ccc1F | 3 | -3 | i | i | i | i | -7 | i | i | i | i
O=C1Nc2ccccc2C12Nc1ccccc1S2 (stereo unspecified) | 0 | -8 | i | i | i | i | . | i | i | . | i
Cc1c(NC(=O)c2noc3c2CCc2ccccc2-3)c(=O)n(-c2ccccc2)n1C | 2 | -17 | i | i | i | i | -5 | i | i | i | i
O=C(CSc1nnc(-c2ccco2)n1CC1CCCO1)N1CCCCC1 (stereo unspecified) | 14 | -5 | i | i | i | i | 0 | i | i | i | i
Cc1cc(NC(=O)COC(=O)C(C)Oc2ccc(Cl)cc2Cl)no1 (stereo unspecified) | -3 | -3 | i | i | i | i | -4 | i | i | i | i
COc1ccc(/C(N)=N/OC(=O)C2CCC(=O)N2S(=O)(=O)c2ccc(C)cc2)cc1OC (stereo unspecified) | -3 | -7 | i | i | i | i | -2 | i | i | i | i
CCCCOC(=O)c1cccc(NC(=O)CC)c1 | -3 | -18 | i | i | i | i | 1 | i | i | i | i
COc1cccc(-c2cc(C(F)(F)F)nc(N3CCN(c4ccccc4)CC3)n2)c1 | -4 | -8 | i | i | i | i | 4 | i | i | i | i
CCOC(=O)N1CCN(C(=O)c2cn(CC)c3ccc(S(=O)(=O)N4CCCC4)cc3c2=O)CC1 | -4 | -14 | i | i | i | i | -1 | i | i | i | i
CC12CCC(C(=O)NCc3ccc(Cl)cc3)(OC1=O)C2(C)C (stereo unspecified) | -6 | 1 | i | i | i | i | -4 | i | i | i | i
Cc1ccc2oc(=O)c3cnn(CC(=O)N4CCCCCC4)c3c2c1 | 2 | -8 | i | i | i | i | -2 | i | i | i | i
CSCCNC(=O)c1cccc(Cl)c1 | -3 | -7 | i | i | i | i | -1 | i | i | i | i
CCN(CC)S(=O)(=O)c1ccc(N2CCOCC2)c(NC(=O)CCOc2ccccc2)c1 | 1 | -11 | i | i | i | i | 10 | i | i | i | i
CC(=O)/C(=N/Nc1cccc(Cl)c1)N1CCOCC1 | -1 | -11 | i | i | i | i | 1 | i | i | i | i
COCCN(C(=O)COC(=O)C1(C)CC1(Cl)Cl)c1c(N)n(Cc2ccccc2)c(=O)[nH]c1=O (stereo unspecified) | -3 | -11 | i | i | i | i | -3 | i | i | i | i
COc1ccccc1N(CC(O)CN1CCCC1)S(=O)(=O)c1ccccc1 (stereo unspecified) | -11 | -4 | i | i | i | i | -2 | i | i | i | i
CSc1nc(C)c2c(n1)N(c1ccc(C(F)(F)F)cc1)CC2 | -1 | -10 | i | i | i | i | -6 | i | i | i | i
Oc1c(Cl)cc(Cl)cc1C=Nc1ccc(N2CCOCC2)cc1 | 1 | -1 | i | i | i | i | -1 | i | i | i | i
COC(=O)c1ccc(Cn2nnc3ccccc3c2=O)o1 | -2 | -8 | i | i | i | i | 7 | i | i | i | i
O=S(=O)(c1cnc[nH]1)N1CCN(c2ccc(F)cc2)CC1 | -14 | -8 | i | i | i | i | -2 | i | i | i | i
Cc1ccc(C(=O)NCCC2=CCCCC2)cc1S(=O)(=O)N1CCCCC1 | -8 | -18 | i | i | i | i | 20 | i | i | i | i
Cc1cc(C)c(S(=O)(=O)N2CCOC2CNC(=O)C(=O)NCc2cccnc2)c(C)c1 (stereo unspecified) | 5 | -8 | i | i | i | i | 0 | i | i | i | i
CCn1cc(C2=NCCO2)c2ccccc21 | 5 | -6 | i | i | i | i | 4 | i | i | i | i
Cc1cccc2cc(CN(Cc3cccnc3)C(=O)c3cccs3)c3nnnn3c12 | 6 | -8 | i | i | i | i | . | i | i | . | i
CCCOc1ccc(N2CC(C(=O)Nc3ccccc3F)CC2=O)cc1 (stereo unspecified) | -1 | 1 | i | i | i | i | 6 | i | i | i | i
Cc1cccc(Nc2nc(-c3cccs3)cs2)n1 | -6 | -5 | i | i | i | i | 9 | i | i | i | i
Cc1ccccc1OCCC(=O)OCC(=O)NCCc1ccccc1 | -1 | -15 | i | i | i | i | -7 | i | i | i | i
C=CCn1cc(C(=O)N2CCN(c3ccccc3)CC2)c(=O)c2cc(S(=O)(=O)N3CCCC3)ccc21 | 0 | -7 | i | i | i | i | -4 | i | i | i | i
CN1Cc2c(N3CCOCC3)nc3sc(C#N)c(N)c3c2CC1(C)C | -19 | -3 | i | i | i | i | 2 | i | i | i | i
Cc1ccc(C)c(S(=O)(=O)N2CCCOC2CNC(=O)C(=O)NCc2ccco2)c1 (stereo unspecified) | 1 | 0 | i | i | i | i | -1 | i | i | i | i
Cc1nn(CC(=O)Nc2ccc(C(=O)N(C)C)cc2)c(=O)c2ccccc12 | 4 | -8 | i | i | i | i | 7 | i | i | i | i
COc1ccc2c(=O)c(-c3ccccc3)c(C)oc2c1 | 1 | -8 | i | i | i | i | 6 | i | i | i | i
COc1ccc(-n2nnnc2SCC(=O)c2ccc(O)c(O)c2)cc1 | 12 | -12 | i | i | i | i | -6 | i | i | i | i
COc1cc2c(cc1OC)CN(c1nc(CN3CCCC3)nc3sc(C)c(C)c13)CC2 | 0 | -14 | i | i | i | i | . | i | i | i | i

# The list is partial; rates above refer to the full screens.
